Assay outcomes deposited in PubChem by The Scripps Research Institute Molecular Screening Center.
OX1R antag-1: OX1R (HCRTR1) antagonists, primary screen, fluorescence, CHO/OX1R cells, Fluo-8 calcium, orexin A. hit rate 0.43% among 330,000. inhibition, % at 5 µM. Fluo-8 calcium fluorescence. AID 434989, 2010;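 active means inhibition above its plate's threshold, mean inhibition of all tested compounds on the plate plus 3 SD, cut at about 37% in these data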;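 further: 0% = orexin A challenge wells and 100% = SB-334867-A antagonist wells; not every result past the cut was called active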
Target sequence (O43613 whole entry, looked up): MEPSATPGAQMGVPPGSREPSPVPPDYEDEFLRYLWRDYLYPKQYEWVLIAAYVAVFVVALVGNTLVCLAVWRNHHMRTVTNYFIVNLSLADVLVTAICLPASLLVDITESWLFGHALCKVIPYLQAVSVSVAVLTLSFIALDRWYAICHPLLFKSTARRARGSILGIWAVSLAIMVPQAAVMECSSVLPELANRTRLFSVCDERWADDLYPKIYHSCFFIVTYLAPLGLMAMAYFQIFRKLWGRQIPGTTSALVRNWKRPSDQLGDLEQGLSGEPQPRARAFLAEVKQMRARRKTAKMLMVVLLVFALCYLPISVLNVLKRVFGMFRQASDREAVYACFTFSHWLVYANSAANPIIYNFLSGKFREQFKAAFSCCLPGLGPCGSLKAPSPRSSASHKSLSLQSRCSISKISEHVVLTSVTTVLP
OX1R antag-2: antagonists of human orexin 1 receptor (OX1R); Orexin/Hypocretin receptor type 1 (Homo sapiens), O43613; OX1R-expressing cells, FRET antagonist read-out; inhibition, % at 6.6 µM; hit rate 1.8% among 330,000; AID 485270, 2010; in the data active means inhibition mostly above about 38%, no sharp cut-off; inactive means mostly below about 40%;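 further: 0% = agonist challenge alone and 100% = reference antagonist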
* marks the source's active call; other numbers are inactive results.

C[C@@H](C(=O)OCC(=O)NCCc1ccc(S(N)(=O)=O)cc1)N1C(=O)C2CCCCC2C1=O (some centres undefined) was read as OX1R antag-1 -10 and OX1R antag-2 1.
For O=C(c1ccc2nccnc2c1)N1CCN(c2ccccc2)CC1 the results were OX1R antag-1 3 and OX1R antag-2 16.
`Cc1nn(C(C)C(=O)N2CCOCC2)c(C)c1[N+](=O)[O-]` (centres undefined) gave OX1R antag-1 -5 and OX1R antag-2 10.
Screening Cc1[nH]c2ccccc2c1CCN(Cc1cccnc1)C(=S)NC(C)(C)C returned OX1R antag-1 -21 and OX1R antag-2 -4.
Screening COC(=O)c1ccc(C2c3c(oc4ccc(F)cc4c3=O)C(=O)N2CCO)cc1 (centres undefined) returned OX1R antag-1 -11 and OX1R antag-2 52.
COc1ccc(CNC(=O)C[C@H]2C[C@H](C(=O)N3CCOCC3)[C@@]3(CCC4CCCC4)c4[nH]c5cc(CCC(=O)N(C)C)ccc5c4CCN3C2=O)cc1OC was read as OX1R antag-1 -14 and OX1R antag-2 1.
`COc1ccc(-c2nnn(CC(=O)N(CC(=O)NC3CCCC3)c3ccccc3F)n2)cc1OC` gave OX1R antag-1 -6 and OX1R antag-2 14.
Screening Cc1cc(C(=O)NCc2cccs2)c(C)o1 returned OX1R antag-1 -16 and OX1R antag-2 9.
`OC(CN1CCN(Cc2ccccc2)CC1)c1ccc(F)cc1` (centres undefined) gave OX1R antag-1 -11 and OX1R antag-2 9.
For COC(=O)c1nc(NNC(=O)c2ccccc2)sc1-c1ccccc1 the results were OX1R antag-1 -8 and OX1R antag-2 15.
O=C(NCCNc1ccc2ccccc2c1)c1cccn2c(=O)c3sccc3nc12 was read as OX1R antag-1 -29 and OX1R antag-2 20.
`O=C(c1ccc(Cl)c(S(=O)(=O)N2CCCCCC2)c1)N1CCCC1` gave OX1R antag-1 -11 and OX1R antag-2 6.
Screening CCOc1ccc(S(=O)(=O)N2CCC(C(=O)NCC3CCCO3)CC2)cc1C (centres undefined) returned OX1R antag-1 -13 and OX1R antag-2 7.
Screening Cc1cc(/C=N/NC(=O)c2ccc(O)cc2)c(C)n1C1CC1 returned OX1R antag-1 -12 and OX1R antag-2 7.
For Cc1cc(NC(=O)CSc2nnc(C)c(=O)[nH]2)no1 the results were OX1R antag-1 -1 and OX1R antag-2 17.
`COC(=O)c1cccc(C(=O)Nc2ccc(C)cc2Br)n1` gave OX1R antag-1 -33 and OX1R antag-2 13.
Screening CC(=O)OCC1=C(C(=O)O)N2C(=O)C(NC(=O)CC(C)c3ccccc3)C2SC1 (centres undefined) returned OX1R antag-1 2 and OX1R antag-2 0.
Screening Cc1c(NC(=O)CSc2nc3ccccc3s2)c(=O)n(-c2ccccc2)n1C returned OX1R antag-1 -26 and OX1R antag-2 20.
OC(C#CCN1CCCCC1)(c1ccccc1)c1ccccc1 was read as OX1R antag-1 -21 and OX1R antag-2 7.
`CCC(=O)OC1(C)C(=O)C=C2C=C(CCCCNC(=O)OC(C)(C)C)OC=C2C1=O` (centres undefined) gave OX1R antag-1 -9 and OX1R antag-2 25.
`COc1ccc(/C=C/C(=O)OCc2nc3ccccc3c(=O)[nH]2)c(OC)c1` gave OX1R antag-1 -12 and OX1R antag-2 26.
Screening Cc1ccc(C(=O)Nc2nc(C)c(C(=O)Nc3ccc4c(c3)CCC4)s2)cc1 returned OX1R antag-1 -17 and OX1R antag-2 5.
For O=C1COc2ccc(C(=O)COC(=O)CNS(=O)(=O)c3cccc(F)c3)cc2N1 the results were OX1R antag-1 -12 and OX1R antag-2 2.
For CCc1cc2c(=O)c(-n3cnc4ccccc43)coc2cc1O the results were OX1R antag-1 -15 and OX1R antag-2 27.
`N#CC1=C(N)SC(N)=C(C#N)C1c1ccc([N+](=O)[O-])cc1` gave OX1R antag-1 10 and OX1R antag-2 39.
`Cc1cccc(Nc2ccccc2C(=O)OCC(=O)N2CCOCC2)c1C` gave OX1R antag-1 -23 and OX1R antag-2 12.
Screening CN(CC(=O)NC1CCCC1)S(=O)(=O)c1cnc[nH]1 returned OX1R antag-1 -10 and OX1R antag-2 6.
Screening COC(=O)c1ccc(-n2nnnc2SCC(=O)Nc2cc(OC)ccc2OC)cc1 returned OX1R antag-1 -8 and OX1R antag-2 9.
`COCC(C)n1c(SCC(=O)Nc2sccc2C(N)=O)nc2ccccc2c1=O` (centres undefined) gave OX1R antag-1 5 and OX1R antag-2 5.
`CCN(CC)C(=O)CSc1nc(O)c(Cc2ccc(OC)cc2)c(=O)[nH]1` gave OX1R antag-1 4 and OX1R antag-2 5.
`c1ccc(OCc2nnc3n2N=C(c2ccccc2)CS3)cc1` gave OX1R antag-1 -18 and OX1R antag-2 17.
Screening O=C(COc1ccc2ccc(=O)oc2c1)Nc1cc([N+](=O)[O-])ccc1F returned OX1R antag-1 -11 and OX1R antag-2 17.
O=C(COc1ccc(Br)cc1)NC1CC1 was read as OX1R antag-1 -7 and OX1R antag-2 2.
`c1ccc(SCc2cn3cccnc3n2)nc1` gave OX1R antag-1 -20 and OX1R antag-2 24.
Screening CCCc1ncc(CN2CCC(C(=O)Nc3cccc(-c4cscn4)c3)CC2)cn1 returned OX1R antag-1 -24 and OX1R antag-2 10.
Screening COC(=O)c1ccc(COc2ccccc2/C=C(\C#N)C(=O)NC(C)C)cc1 returned OX1R antag-1 -5 and OX1R antag-2 8.
COc1ccc(S(=O)(=O)N2CCCC2)cc1Br was read as OX1R antag-1 2 and OX1R antag-2 -4.
For COC(=O)c1sc(NC(=S)NC(=O)c2ccccc2F)nc1C the results were OX1R antag-1 2 and OX1R antag-2 25.
For CCC(=O)Nc1c2c(nn1-c1ccc(C)cc1C)CSC2 the results were OX1R antag-1 -11 and OX1R antag-2 8.
`CCOc1ccccc1NC(=O)CN(Cc1ccccc1)S(C)(=O)=O` gave OX1R antag-1 -7 and OX1R antag-2 7.
Screening O=C(NCC1CCC(C(=O)O)CC1)c1cccnc1 (centres undefined) returned OX1R antag-1 0 and OX1R antag-2 9.
COc1ccc(C2/C(=C(/O)c3ccc(S(=O)(=O)N4CCOCC4)cc3)C(=O)C(=O)N2CCN2CCOCC2)cc1 (centres undefined) was read as OX1R antag-1 -5 and OX1R antag-2 22.
For O=C(CCS(=O)(=O)c1ccc(Br)s1)NCc1ccc2c(c1)OCO2 the results were OX1R antag-1 -12 and OX1R antag-2 6.
For COc1cccc(CC(=O)Nc2ccc(S(=O)(=O)Nc3nc(C)cc(C)n3)cc2)c1 the results were OX1R antag-1 -19 and OX1R antag-2 3.
`CC(CC(=O)Nc1nnc(CC(C)(C)C)s1)c1ccccc1` (centres undefined) gave OX1R antag-1 -29 and OX1R antag-2 4.
For Cc1noc(C)c1C(=O)Nc1ccccc1N1CCCC1 the results were OX1R antag-1 9 and OX1R antag-2 1.
O=C(c1cc2cc(F)ccc2[nH]1)N1CCC(Cc2ccccc2)CC1 was read as OX1R antag-1 -10 and OX1R antag-2 9.
CN1CCN(S(=O)(=O)c2cccc(C(=O)Oc3cccc(C#N)c3)c2)CC1 was read as OX1R antag-1 -7 and OX1R antag-2 4.
For Cn1nc(C(=O)Nc2nc3ccc(S(C)(=O)=O)cc3s2)ccc1=O the results were OX1R antag-1 -1 and OX1R antag-2 36.
COc1ccccc1-c1nnc(-c2ccc(C)cc2)o1 was read as OX1R antag-1 -27 and OX1R antag-2 31.
Cc1ccc(NC(=O)C2CCCN(c3ncccn3)C2)c(C)c1 (centres undefined) was read as OX1R antag-1 -35 and OX1R antag-2 14.
Cc1cc(C)n(C(=O)c2ccc([N+](=O)[O-])cc2Cl)n1 was read as OX1R antag-1 -23 and OX1R antag-2 2.
CCn1c2ccc(C)cc2c2nnc(SCCN3CCCCC3)nc21 was read as OX1R antag-1 -32 and OX1R antag-2 26.
`CNC(=O)COc1ccc2oc3c(c2c1)CCCC3` gave OX1R antag-1 -9 and OX1R antag-2 38.
`COP1(=O)C[C@@H](O)[C@@H](O)[C@@H](COCc2ccccc2)O1` (some centres undefined) gave OX1R antag-1 13 and OX1R antag-2 12.
Screening Cc1cnc(NC(=O)CSc2nnc(COc3c(C)cccc3C)o2)s1 returned OX1R antag-1 7 and OX1R antag-2 7.
O=S(=O)(NCc1csc(-c2cccnc2)n1)c1ccc2c(c1)OCCO2 was read as OX1R antag-1 -1 and OX1R antag-2 72*.
Screening O=C(Nc1cccc(-c2csc(Nc3cccc(C(F)(F)F)c3)n2)c1)c1cc([N+](=O)[O-])cc(C(F)(F)F)c1 returned OX1R antag-1 -16 and OX1R antag-2 22.
Screening CC1CCCCN1C(=O)CNCC1CCCO1 (centres undefined) returned OX1R antag-1 0 and OX1R antag-2 9.
For CNC(=S)NNC(=O)Cc1ccc(OC)cc1 the results were OX1R antag-1 -1 and OX1R antag-2 1.
Cc1ccc(NC(=O)c2noc(C(C)C)c2[N+](=O)[O-])cc1 was read as OX1R antag-1 0 and OX1R antag-2 16.
`CN(c1ccc(OCC(=O)OCC(=O)Nc2ccc(OC(F)F)cc2)cc1)S(=O)(=O)c1cccs1` gave OX1R antag-1 2 and OX1R antag-2 6.
`C=CCOC(=O)C1=C(C)NC(=S)NC1c1cccs1` (centres undefined) gave OX1R antag-1 -12 and OX1R antag-2 2.
For O=C(CCCc1ccccc1)NCCN1CCOCC1 the results were OX1R antag-1 -14 and OX1R antag-2 11.
`C=CCn1c(SCC(=O)N2CCCCCC2)nc2ccccc2c1=O` gave OX1R antag-1 -37 and OX1R antag-2 10.
Screening CN(Cc1ccccc1)C(=O)Cn1c(=O)c2cccn2c2cccnc21 returned OX1R antag-1 -6 and OX1R antag-2 22.
Screening C[C@@H]1C=C(C(=O)O)O[C@H](OCc2ccc(CO)cc2)C1 returned OX1R antag-1 -7 and OX1R antag-2 12.
COc1ccccc1CN1C(=NC(=O)CCC2CCCC2)SC2CS(=O)(=O)CC21 (centres undefined) was read as OX1R antag-1 -28 and OX1R antag-2 14.
For CC(C)(C)Cc1nnc(NC(=O)CSc2ccccc2)s1 the results were OX1R antag-1 -10 and OX1R antag-2 8.
CCN(CC(=O)Nc1ccc(Br)c(C)c1)CC(=O)NC(C)C was read as OX1R antag-1 -27 and OX1R antag-2 23.
O=C(c1ccc(F)cc1F)N1CCN(c2ncccn2)CC1 was read as OX1R antag-1 -18 and OX1R antag-2 6.
For CN(C(=O)c1ccc(NC(=O)Cc2ccc(NC(=O)C3CCCN(C(=O)C4CCCC4)C3)cc2)cc1)C1CC1 (centres undefined) the results were OX1R antag-1 -9 and OX1R antag-2 3.
`Cc1cccc(NC(=S)NC2CCCC2)c1C` gave OX1R antag-1 -19 and OX1R antag-2 1.
C/C(=N\NC(=O)CNc1cccc(C(F)(F)F)c1)c1ccc(Br)cc1 was read as OX1R antag-1 -4 and OX1R antag-2 12.
COc1ccc(C(=O)Oc2cccnc2)cc1OC was read as OX1R antag-1 -4 and OX1R antag-2 12.
For O=C(C1=C[C@@H](c2csc3ccccc23)C[C@@H](OCCCCO)O1)N1CCN(Cc2ccc3c(c2)OCO3)CC1 the results were OX1R antag-1 -17 and OX1R antag-2 26.
`O=C(NC1CCCCC1)C(c1cccnc1)N(C(=O)CCl)c1ccccc1Cl` (centres undefined) gave OX1R antag-1 -23 and OX1R antag-2 14.
`Cc1cc(C)n(-c2ccc(C(=O)O)cc2[N+](=O)[O-])n1` gave OX1R antag-1 0 and OX1R antag-2 5.
For CCCC(=O)N(c1ccc(F)cc1)C1C=CS(=O)(=O)C1 (centres undefined) the results were OX1R antag-1 -4 and OX1R antag-2 7.
For O=C(O)COn1c(-c2ccccc2)nc2ccc(Cl)cc21 the results were OX1R antag-1 -6 and OX1R antag-2 12.
COc1ccc(CN2CCN(c3ncccn3)CC2)c(OC)c1 was read as OX1R antag-1 -3 and OX1R antag-2 7.
Nc1nc(Cl)cc(Oc2ccc(Cl)cc2)n1 was read as OX1R antag-1 -9 and OX1R antag-2 7.
COc1ccc(-n2c(O)c(C=NCc3ccccn3)c3ccccc3c2=O)c(OC)c1 was read as OX1R antag-1 -27 and OX1R antag-2 4.
Screening COc1ccc(S(=O)(=O)/N=C2\C=C(Nc3ccc(O)cc3)C(=O)c3ccccc32)cc1 returned OX1R antag-1 0 and OX1R antag-2 28.
For O=C(COC(=O)c1ccc(Cl)nc1)NNC(=O)c1ccc(Br)cc1 the results were OX1R antag-1 13 and OX1R antag-2 -2.
For CC1CC(C)CN(S(=O)(=O)CC23CCC(CC2=O)C3(C)C)C1 (centres undefined) the results were OX1R antag-1 -17 and OX1R antag-2 14.

Of the compounds above, these contain an aryl thioether with sulfur outside any ring.
For Cc1cc(NC(=O)CSc2nnc(C)c(=O)[nH]2)no1 the results were OX1R antag-1 -1 and OX1R antag-2 17.
Screening Cc1c(NC(=O)CSc2nc3ccccc3s2)c(=O)n(-c2ccccc2)n1C returned OX1R antag-1 -26 and OX1R antag-2 20.
Screening COC(=O)c1ccc(-n2nnnc2SCC(=O)Nc2cc(OC)ccc2OC)cc1 returned OX1R antag-1 -8 and OX1R antag-2 9.
`COCC(C)n1c(SCC(=O)Nc2sccc2C(N)=O)nc2ccccc2c1=O` (centres undefined) gave OX1R antag-1 5 and OX1R antag-2 5.
`CCN(CC)C(=O)CSc1nc(O)c(Cc2ccc(OC)cc2)c(=O)[nH]1` gave OX1R antag-1 4 and OX1R antag-2 5.
`c1ccc(SCc2cn3cccnc3n2)nc1` gave OX1R antag-1 -20 and OX1R antag-2 24.
CCn1c2ccc(C)cc2c2nnc(SCCN3CCCCC3)nc21 was read as OX1R antag-1 -32 and OX1R antag-2 26.
Screening Cc1cnc(NC(=O)CSc2nnc(COc3c(C)cccc3C)o2)s1 returned OX1R antag-1 7 and OX1R antag-2 7.
`C=CCn1c(SCC(=O)N2CCCCCC2)nc2ccccc2c1=O` gave OX1R antag-1 -37 and OX1R antag-2 10.
For CC(C)(C)Cc1nnc(NC(=O)CSc2ccccc2)s1 the results were OX1R antag-1 -10 and OX1R antag-2 8.
